Bioassay records: PubChem, National Center for Advancing Translational Sciences (NCATS)
Giardia kill: Giardia lamblia killing | activity change, % at 7.66 µM, hits read low | Giardia lamblia trophozoite viability | hit rate 0.15% among 340,000; in the data active means activity change below about -80%; inconclusive means between about -30% and that limit;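 further: parasites exposed to compound for two days anaerobically before the ATP read; on the % scale 0 is the no-effect control and ±100 the full control effect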
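Luminescent ATP signal served as the viability read-out, measured 15-30 min after adding ATP detection reagent to trophozoites that had been incubated with compounds for 48 hrs at 37 deg C anaerobically at 100 cells/well.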
BRCA1 expr act: increases BRCA1 expression; hit rate 1.1% among 380,000; Potency, µM (highest dose often 46.1 µM), without a hit: top-dose activation, usual class: activators; MCF7-BRCA1-FFLuc reporter, luminescence, 48 h; response scale: scaled: vehicle 0%, 10 µM genistein 100%; AID 624202; further: potency means the concentration at half of the fitted maximal effect; nearly all actives have a fitted effect of over 80% in size; some results filed as inactive show a strong effect at the top dose
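Compounds are tested at multiple concentrations on MCF7 BRCA1-luciferase reporter cells seeded at 2000 per well; after 48 h, a single luminescence end-point is taken and curves fitted to the normalized data.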
ELG1 genotox: induces genotoxicity in HEK293T cells with luciferase-tagged ELG1 | HEK293T ELG1-luciferase reporter, luminescence, 16 h | Potency, µM (series often up to 46 µM), without a hit: top-dose activity change, positive = activation, actives largely listed as activators | hit rate 1.3% among 330,000; further: potency means the concentration at half of the fitted maximal effect; % of control where 0% means no effect; nearly all actives have a fitted effect of over 60% in size
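Reporter readout depends on ELG1 protein level, which increases with genetic stress. After 16 hr compound exposure at 37 °C, luciferase activity was quantified using ONE-Glo.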
NPC1 prom act: NPC1 promoter activation; Huh7 NPC1 promoter luciferase reporter, 24 h; Potency, µM (titrated, usually from 9.22 µM), inactives show top-dose activation, hits mostly activators; hit rate 2.4% among 320,000;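 further: potency means the concentration at half of the fitted maximal effect; % of control where 0% means no effect; nearly all actives have a fitted effect of over 60% in size; reporter is driven by a mutant NPC1 promoter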
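Stable NPC1-promoter luciferase Huh7 line; cpd (DMSO) 24 h, 37 °C, 5% CO2; Amplite luciferase reagent 10 min RT; luminescence readout. qHTS format.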
Rab9 promoter act: activates the Rab9 promoter. Potency, µM (doses to about 9.22 µM), for the others: at the highest dose activation, negative = inhibition, actives largely listed as activators. Huh7 Rab9 promoter-luciferase reporter, luminescence, 24 h. hit rate 2.8% among 320,000. AID 485297; further: potency means the concentration at half of the fitted maximal effect; % of control where 0% means no effect; nearly all actives have a fitted effect of over 60% in size
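Quantitative HTS format; Huh7 Rab9-luciferase reporter cells (1500/well) receive compound 2 h post-plating, incubate 24 h at 37 °C, then get luciferase reagent for 10 min before luminescence reading.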
RORg inh: blocks mouse ROR gamma transcriptional activity. Drosophila S2 Gal4-RORgamma UAS-luciferase reporter, 20 h. hit rate 5.4% among 310,000. AID 2551. Potency, µM (highest dose often 53.6 µM), for inactives: at the top dose activity change, negative = inhibition, usual class: inhibitors. P51450; further: potency means the concentration at half of the fitted maximal effect; on the % scale 0 is the no-effect control and ±100 the full control effect; nearly all actives have a fitted effect of over 60% in size
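Schneider cells (Drosophila), stable Gal4 DBD–ROR gamma + UAS-luc; 1 hr cmpd preincubation; Cu2+ induction 700 uM final; 20 hr ambient; luminescence.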
PKM2 act: PKM2 (human) enzyme activation. P14618. purified PKM2, Kinase-Glo ATP luminescence, activation; response scale: 0% is enzyme alone, no compound. Potency, µM (doses to about 57.5 µM), for inactives: at the highest dose activation, actives largely listed as activators. hit rate 0.34% among 260,000. AID 1631; further: potency means the concentration at half of the fitted maximal effect; on the % scale 0 is the no-effect control and ±100 the full control effect; nearly all actives have a fitted effect of over 55% in size
Target sequence (P14618 whole entry, looked up): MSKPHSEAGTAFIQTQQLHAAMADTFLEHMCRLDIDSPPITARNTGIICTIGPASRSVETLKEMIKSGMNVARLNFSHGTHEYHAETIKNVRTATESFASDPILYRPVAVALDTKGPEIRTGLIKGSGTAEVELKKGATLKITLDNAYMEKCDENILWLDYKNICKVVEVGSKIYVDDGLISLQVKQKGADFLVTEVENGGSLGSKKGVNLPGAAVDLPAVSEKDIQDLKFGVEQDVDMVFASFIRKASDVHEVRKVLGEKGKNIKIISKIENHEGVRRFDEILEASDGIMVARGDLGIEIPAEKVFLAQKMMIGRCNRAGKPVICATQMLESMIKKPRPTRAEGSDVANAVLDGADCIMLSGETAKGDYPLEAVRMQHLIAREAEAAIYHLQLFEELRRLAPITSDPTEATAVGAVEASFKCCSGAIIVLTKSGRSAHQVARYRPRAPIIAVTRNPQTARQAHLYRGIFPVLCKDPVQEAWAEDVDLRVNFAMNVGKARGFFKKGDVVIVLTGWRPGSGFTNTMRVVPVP
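ATP formation by purified human PK-M2, quantified via coupled luciferase luminescence after 1 h at room temperature with 0.1 mM ADP and 0.5 mM PEP final.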
VP16 counter: inhibits Gal4-VP16 luciferase reporter, ROR gamma counter-screen | Drosophila S2 Gal4-VP16 UAS-luciferase, luminescence, 20 h | Potency, µM (highest dose often 53.6 µM), for inactives: at the highest dose activity, negative = inhibition, usual class: inhibitors | hit rate 3.5% among 310,000 | AID 2546;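 further: Gal4-VP16 expression switched on by copper sulfate through the metallothionein promoter; potency means the concentration at half of the fitted maximal effect; on the % scale 0 is the no-effect control and ±100 the full control effect; nearly all actives have a fitted effect of over 50% in size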
p53 reactivator: re-activators of mutant p53 | H1299 p53-A138V BP100-luciferase reporter, luminescence, 24 h | Potency, µM (titrated, usually from 92.2 µM), inactives show at the highest dose activity change, positive = activation, actives largely listed as activators | hit rate 0.063% among 320,000 | AID 504706; further: potency means the concentration at half of the fitted maximal effect; % of control where 0% means no effect; nearly all actives have a fitted effect of over 45% in size
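p53-null H1299 cells stably carrying temperature-sensitive p53-A138V and a BP100-luciferase reporter were pinned with compounds (4-point, 1:5 series) and held 24 hrs at 37 deg C. Luminescence was read 10 min after detection reagent.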
FLuc counter: inhibits or activates purified firefly luciferase, miR-21 counter-screen. P08659. Potency, µM (series often up to 57.5 µM), inactives show at the highest dose activity change, negative = inhibition, actives largely listed as inhibitors. AID 588342. purified FLuc, Km substrates, luminescence inhibition. hit rate 6.9% among 360,000;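 further: potency means the concentration at half of the fitted maximal effect; plate controls were vehicle for no effect and reference inhibitor for full effect; nearly all actives have a fitted effect of over 55% in size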
Target sequence (P08659 whole entry, looked up): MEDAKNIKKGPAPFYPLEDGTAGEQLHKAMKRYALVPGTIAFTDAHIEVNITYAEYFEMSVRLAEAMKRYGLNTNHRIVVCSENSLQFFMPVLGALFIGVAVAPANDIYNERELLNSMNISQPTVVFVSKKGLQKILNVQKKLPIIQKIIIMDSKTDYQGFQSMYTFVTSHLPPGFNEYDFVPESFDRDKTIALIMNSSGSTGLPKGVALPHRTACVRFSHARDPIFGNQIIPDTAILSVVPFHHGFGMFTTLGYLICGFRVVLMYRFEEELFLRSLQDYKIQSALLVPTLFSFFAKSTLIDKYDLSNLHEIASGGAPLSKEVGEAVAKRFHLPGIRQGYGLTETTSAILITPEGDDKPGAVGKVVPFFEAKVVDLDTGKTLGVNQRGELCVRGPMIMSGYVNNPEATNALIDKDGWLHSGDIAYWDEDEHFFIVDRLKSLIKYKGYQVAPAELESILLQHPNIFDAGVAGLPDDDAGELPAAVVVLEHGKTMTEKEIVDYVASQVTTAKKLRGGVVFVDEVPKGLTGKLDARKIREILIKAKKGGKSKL
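Purified P. pyralis luciferase, 10 nM final, with Km-level 10 uM D-luciferin and 10 uM ATP in 50 mM Tris acetate pH 7.5, 10 mM Mg acetate, 0.01% Tween-20, 0.05% BSA; 6-point qHTS titration about 60 µM downward; luminescence read.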
Menin-MLL TR inh: inhibitors of human menin-MLL interaction, mutant MLL peptide | O00255 | Potency, µM (highest dose often 61.6 µM), without a hit: at the top dose FP activity change, negative = inhibition, actives largely listed as inhibitors | hit rate 0.23% among 270,000 | Menin + Texas Red MLL mutant peptide, fluorescence polarization; active means well fitted inhibition curve with a large enough effect in the polarisation, with a control signal flat, not every such curve was filed as active; inconclusive means small, poorly fitted or top-dose-only effect, or effect the other way, or a change in a side signal; inactive means no such curve, though single readings can be large or run the other way; the % refers to the polarisation; further: potency means the concentration at half of the fitted maximal effect; % of control where 0% means no effect; many of its hits are not listed in these tables
* = called active by the depositor; ? = inconclusive; . = no result given; & = joins results of further samples; [ ] = dose if it differs, or a comment. Unless noted, the call rests on the fitted dose curve; in most records, active means well fitted curve in the direction sought with a large enough effect; inconclusive means small, poorly fitted or top-dose-only effect, or another doubt; inactive means no such curve, though single readings can be large; an effect the other way counts as inactive or inconclusive. A portion of the library. The share of hits here may be higher or lower than overall.

SMILES	Giardia kill	BRCA1 expr act	ELG1 genotox	NPC1 prom act	Rab9 promoter act	RORg inh	PKM2 act	VP16 counter	p53 reactivator	FLuc counter	Menin-MLL TR inh
Cc1ccc(/C=C/C(=O)N2CCC(Cc3ccccc3)CC2)cc1	2	-8%	-1%	0%	-5%	5%	-4%	?	-3%	21µM*	-10%
Cc1cc(C)c(C(=O)NC2CCCc3c2cnn3-c2cccc(C)c2C)o1 (stereo not drawn)	-20	-20%	-15%	1%	-1%	?	2%	-11%	-9%	1%	.
CC1CCCN(CCCNC(=O)c2ccc3c(c2)N(Cc2ccc(F)cc2)C(=O)c2ccccc2S3=O)C1 (stereo not drawn)	-3	-7%	3%	-2%	0%	-16%	.	-5%	5%	2%	.
Cc1nnc(C)c2c(C)n(-c3ccccc3N)c(C)c12	12	-34%	1%	-1%	-1%	3%	22%	2%	5%	-2%	?
CCOC(=O)Cn1c(=O)c2c(nc3n2CC(C)CN3Cc2ccccc2)n(C)c1=O (stereo not drawn)	8	-15%	-7%	1%	0%	12%	-1%	-9%	0%	3%	3%
CCOC(=O)C1=C(N)N2C(=O)C(C)SC2=C(C(=O)OCC)C1c1ccc(O)cc1 (stereo not drawn)	2	1%	1%	9%	7%	-17%	-4%	7%	3%	0%	.
NS(=O)(=O)c1ccc(Nc2nc(-c3ccc(O)cc3O)cs2)cc1	-7	-17%	?	-1%	-9%	18%	-2%	20%	-1%	?	?
O=C(CSc1nnc(CNc2ccc(F)cc2)n1Cc1ccco1)NC1CC1	0	-1%	0%	-6%	13%	2%	18%	2%	-3%	0%	1%
COc1ccc(CNC(=O)CN(Cc2ccc(OC)cc2)C(=O)CCC(=O)Nc2nccs2)cc1	?	-12%	-3%	3%	-1%	-22%	.	0%	-1%	1%	.
O=C(NCC(=O)N1CCN(c2cccc(Cl)c2)CC1)c1ccc(Br)o1	7	-28%	-5%	-1%	3%	.	.	.	-5%	4%	.
O=C(Nc1ccc(-c2cscn2)cc1)C1CCCN(Cc2ccc(CO)o2)C1 (stereo not drawn)	27	24%	0%	1%	1%	5%	1%	1%	-5%	-4%	.
CCOC(=O)c1nc(C)n(-c2cc(Cl)cc(Cl)c2)n1	-2	-1%	-1%	1%	-1%	-11%	-8%	-1%	-16%	-3%	14%
O=C(Cc1ccccc1)N/N=C/c1cc(Br)cs1	9	68%	8%	20%	28%	0%	-1%[11.5 µM]	-27%	-15%	-16%	-7%
CCc1c(C(=O)Nc2cc(C)ccc2OC)[nH]c(C)c1C(C)=O	-10	-68%	?	9%	-1%	-28%[0.365 µM]	3%	.	-14%	2%	-4%
CCOc1ccc(N2C(=O)c3cccnc3C2Nc2ccc(F)cc2)cc1 (stereo not drawn)	8	-24%	0%	3%	0%	42%	-16%	-4%	-9%	-9%	10%
COc1ccc(NC(=O)NC2CCCc3ccccc32)cc1 (stereo not drawn)	16	20%	1%	9%	10%	29%	-4%	7%	-7%	-3%	12%
COc1cc(NC(=O)c2cc3c(C)nc4ccccc4c3o2)cc(OC)c1OC	6	-18%	-7%	1%	-3%	-9%	-7%	-2%	-5%	-17%	-1%
COc1ccc(C[C@H]2CN3C(=NC[C@@H]3Cc3ccccc3)N2C[C@H](C)NC(=O)CCC2CCCCC2)cc1	.	.	-8%	-3%	-4%	?	-9%	-11%	7%	-5%	.
CCN(CC)CCCNC1CCS(=O)(=O)C1 (stereo not drawn)	8	3%	2%	-3%	1%	9%	0%	-5%	-1%	6%	12%
CC(C)c1ccc(C(=O)N(c2ccccn2)C(C)c2ccco2)cc1 (stereo not drawn)	1	44%	7%	1%	27%	7%	0%	6%	?	?	10%
Cc1cccc2c(N)c3c(nc12)N(C)CC3	?	23%	0%	-1%	-4%	-15%	.	-18%	1%	-2%	11%
Clc1ccc(OCc2nn[nH]n2)cc1	-22	-1%	0%	0%	-4%	-19%	0%	-13%	.	-13%	7%
NC(=O)NOCc1ccccc1F	13	-15%	4%	-1%	-2%	1%	0%	-8%	-2%	4%	-9%
Cn1ncc([N+](=O)[O-])c1C(=O)n1nnc2ccccc21	-2	-15%	-5%	1%	1%	11%	9%	5%	-2%	?	-1%
C/C(=N\N=C1\NC(=O)CC(C(=O)O)S1)c1cccs1 (stereo not drawn)	-5	0%	1%	-2%	1%	-20%	-8%	0%	-1%	-4%	.
Cc1ccc(-n2ncc3c(=O)n(CC(=O)N4CCN(c5ccccc5)CC4)cnc32)cc1C	-16	-3%	3%	4%	9%	-27%	1%	-17%	0%	-4%	46%[activator]
Cc1ccc(CNC(=O)Cn2cc(C(F)(F)F)ccc2=O)cc1	12	4%	-2%	-2%	-1%	40%	-3%	1%	13%	0%	1%
O=c1[nH]c(C2C3CC4CC(C3)CC2C4)nc2ccccc12 (stereo not drawn)	-7	-40%	-1%	1%	-7%	-14%	-2%	?	0%	-2%	11%
N#C/C(=C\c1ccc(OCC(N)=O)cc1)C(=O)NC1CC1	6	2%	8%	1%	-2%	22%	1%	-6%	-2%	?	-9%
O=C(CCN1C(=O)C2CCCCC2C1=O)Nc1cc(F)ccc1F (stereo not drawn)	23	3%	1%	-3%	-3%	-5%	-1%	-3%	12%	1%	-4%

Looked up by structure from the entries so far (three):
SMILES	Giardia kill	BRCA1 expr act	ELG1 genotox	NPC1 prom act	Rab9 promoter act	RORg inh	PKM2 act	VP16 counter	p53 reactivator	FLuc counter	Menin-MLL TR inh
Cn1ncc([N+](=O)[O-])c1C(=O)n1nnc2ccccc21	-2	-15%	-5%	1%	1%	11%	9%	5%	-2%	?	-1%
C/C(=N\N=C1\NC(=O)CC(C(=O)O)S1)c1cccs1 (stereo not drawn)	-5	0%	1%	-2%	1%	-20%	-8%	0%	-1%	-4%	.
N#C/C(=C\c1ccc(OCC(N)=O)cc1)C(=O)NC1CC1	6	2%	8%	1%	-2%	22%	1%	-6%	-2%	?	-9%

Single entries from above.
In RORg inh, COc1ccc(NC(=O)NC2CCCc3ccccc32)cc1 (stereo not drawn) is listed with 29%
In NPC1 prom act, O=C(CCN1C(=O)C2CCCCC2C1=O)Nc1cc(F)ccc1F (stereo not drawn) is listed with -3%
In ELG1 genotox, CCOC(=O)C1=C(N)N2C(=O)C(C)SC2=C(C(=O)OCC)C1c1ccc(O)cc1 (stereo not drawn) is listed with 1%

Further entries.
SMILES	Giardia kill	BRCA1 expr act	ELG1 genotox	NPC1 prom act	Rab9 promoter act	RORg inh	PKM2 act	VP16 counter	p53 reactivator	FLuc counter	Menin-MLL TR inh
CCCCOc1cccc(C(=O)N(Cc2cccs2)C2CCS(=O)(=O)C2)c1 (stereo not drawn)	5	-8%	-4%	0%	-6%	1%	-1%	-2%	-4%	2%	-17%
CCCN1C(=O)C(Cc2nc3ccccc3c(=O)n2-c2ccccc2)c2cc(C)ccc21 (stereo not drawn)	-2	-27%	-2%	-3%	-10%	?	9%	-14%	-5%	-13%&3%	-8%
CCn1c(CNc2ccc(F)cc2)nnc1SCC(=O)OC1CCCCC1	4	-12%	-1%	-3%	-6%	0%	-2%	-2%	-4%	2%	-9%
O=C(NC1CCCCC1)c1cc(C2CC2)nn1-c1ccccc1	-19	1%	1%	-5%	-6%	.	.	.	-5%	.	.
COc1ccccc1/C=N\Nc1cn[nH]c(=O)c1Cl	-16	-46%	17%	-3%	-3%	?	2%	12%	-1%	0%	-8%
Cc1ccc2cn[nH]c2c1N	20	-34%	0%	4%	20%	9%	-20%	9%	-1%	-6%	0%
CCc1c(C)nc(N2CCN(Cc3ccc4c(c3)OCO4)CC2)[nH]c1=O	-1	-2%	-3%	0%	-2%	0%	.	0%	-6%	0%	3%
CCN(CC)CCN1C(=O)C(=O)/C(=C(/O)c2ccc3c(c2)CC(C)O3)C1c1ccc(OC)cc1 (stereo not drawn)	4	8%	-2%	0%	0%	4%	6%	3%	-1%	-2%	.
COc1cc(/C=N/Nc2nncn2N)ccc1OCc1c(C)no[n+]1[O-]	-10	-81%	0%	4%	1%	?	-4%	?	-13%	-12%	.
O=C(NCCCN1CCOCC1)c1cccc(S(=O)(=O)Nc2ccc(F)cc2)c1	-15	-12%	0%	-1%	3%	.	.	.	2%	3%	.
FC(F)(F)c1nnc2ccc(Cl)nn12	6	0%	12%	-4%	-5%	-30%	1%	-3%	9%	-2%	7%
